Screening data (PubChem BioAssay)
MsrA inhibitor: bovine MsrA enzyme inhibitors, primary screen, biochemical, absorbance, HTS; Methionine sulfoxide reductase A (Bos taurus); purified bovine MsrA, absorbance read-out; inhibition, % at 15.5 µM; hit rate 0.75% among 360,000; AID 651718, 2012; in the data active = inhibition above about 4.5%;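 note: 0% = vehicle wells with enzyme and 100% = reference inhibitor wells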
CendR NRP1 mod: modulators of CendR peptide binding to NRP-1, primary screen, biochemical, fluorescence polarization, uHTS. hit rate 0.85% among 360,000. inhibition, % at 25 µM. FAM-RPARPAR peptide binding to NRP-1. Neuropilin-1 (Homo sapiens), O14786;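 active = inhibition or corrected inhibition above about 18%, plus a signal ratio from 0.5 to 1.5, limit read from the data, passing the limit was not always enough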; note: strong numbers were not always called active
MT1-MMP act inh: blockers of MT1-MMP proenzyme processing, primary screen, HT1080 RFP-PRO-GFP cells, GFP/RFP fluorescence; Matrix metalloproteinase-14 (Homo sapiens), P50281; GFP/RFP ratio change, % at 20 µM; GFP/RFP ratio fluorescence, overnight; percent of plate control window, DMSO zero; AID 651647, 2012; hit rate 0.061% among 360,000;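 active = GFP/RFP ratio change of at least 30% with cell ATP level not reduced by more than half and red fluorescence within 50% of control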; note: strong numbers were not always called active
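Assay system: HT1080 cells carrying an RFP-PRO-GFP reporter | Dosing: Single dose of 20 µM compound, 1% DMSO final | Incubation: Cells overnight before dosing, compound overnight, 37 °C, 5% CO2 | Evaluation: GFP/RFP fluorescence ratio | Control set: DMSO and RFP-L50D-GFP cell wells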
SKN-1 block: suppressors of acrylamide-induced Pgst-4::GFP reporter in worms, primary screen, SKN-1 inhibitor project, whole organism, uHTS, GFP/RFP fluorescence ratio, strain VP596; C. elegans VP596 Pgst-4::GFP/RFP ratio, 24 h; inhibition, % at 21.8 µM; hit rate 0.49% among 360,000;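 active = interference check ratio from 0.5 to 1.5 plus GFP to RFP signal ratio inhibition reaching or exceeding a fixed threshold, cut at about 30% in these data, passing the limit was not always enough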; note: some compounds called inactive have numbers as strong as hits
MLLE-PAM2 inh: inhibitors of PABP1 MLLE–PAM2 peptide binding, primary screen, biochemical, fluorescence polarization, FITC-PAM2, GST-MLLE | Polyadenylate-binding protein 1 (Homo sapiens), P11940 | inhibition, % at 20 µM | hit rate 0.36% among 360,000 | AID 588489, 2011; in the data active = inhibition above about 35%, passing the limit was not always enough;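 note: plate controls were DMSO wells with GST-MLLE for no effect and wells lacking GST-MLLE protein for full effect; some results filed as inactive read as strong as hits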
FAS-TE inh: FAS thioesterase domain inhibitors, primary screen, biochemical, fluorescence intensity, uHTS | Fatty acid synthase (Homo sapiens), P49327 | recombinant FAS-TE, OMFH fluorogenic substrate, fluorescence endpoint | inhibition, % at 15 µM | hit rate 0.67% among 360,000;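 active = compounds whose normalised, plate-corrected inhibition of enzyme fluorescence in the single-dose primary screen is 50% or more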;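 note: 0% = DMSO with enzyme and 100% = substrate without enzyme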
E coli Lon inh: inhibitors of E. coli Lon protease, primary screen, biochemical, fluorescence polarization; P0A9M0; purified E. coli Lon protease; inhibition, % at 7.94 µM; hit rate 0.42% among 360,000; AID 602123, 2011; in the data active = inhibition above about 13%, passing the limit was not always enough;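 note: 0% = enzyme with probe and DMSO and 100% = no enzyme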
Target sequence (P0A9M0 whole entry, looked up): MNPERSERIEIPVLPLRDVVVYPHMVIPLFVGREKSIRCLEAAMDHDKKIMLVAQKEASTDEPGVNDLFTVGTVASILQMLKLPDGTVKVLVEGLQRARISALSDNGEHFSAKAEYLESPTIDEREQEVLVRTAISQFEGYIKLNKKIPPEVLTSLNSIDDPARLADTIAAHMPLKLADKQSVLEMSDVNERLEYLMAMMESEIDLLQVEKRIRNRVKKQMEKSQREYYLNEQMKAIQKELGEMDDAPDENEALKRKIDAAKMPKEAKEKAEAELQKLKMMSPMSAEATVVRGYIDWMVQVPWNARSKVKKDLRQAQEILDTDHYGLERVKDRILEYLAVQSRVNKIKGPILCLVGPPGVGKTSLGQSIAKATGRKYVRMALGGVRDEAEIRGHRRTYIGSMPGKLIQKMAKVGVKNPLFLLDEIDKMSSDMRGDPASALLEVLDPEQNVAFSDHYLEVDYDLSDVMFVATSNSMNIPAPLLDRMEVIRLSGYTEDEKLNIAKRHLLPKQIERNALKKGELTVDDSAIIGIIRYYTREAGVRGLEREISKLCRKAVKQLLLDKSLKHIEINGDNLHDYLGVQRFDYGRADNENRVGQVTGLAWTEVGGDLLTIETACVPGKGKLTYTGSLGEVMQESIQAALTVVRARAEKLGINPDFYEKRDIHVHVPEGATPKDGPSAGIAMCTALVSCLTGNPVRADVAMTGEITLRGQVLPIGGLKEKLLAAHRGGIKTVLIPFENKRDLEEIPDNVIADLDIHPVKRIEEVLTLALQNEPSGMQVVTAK
Tb MetRS inh: T. brucei MetRS inhibitors, primary screen, biochemical, luminescence; methionyl-tRNA synthetase (Trypanosoma brucei brucei); purified T. brucei MetRS, ATP depletion, Kinase-Glo luminescence; inhibition, % at 11.9 µM; hit rate 0.4% among 360,000; AID 624268, 2012;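 active = inhibition above a per-plate cutoff of the control wells' mean inhibition plus 3 SD, cut at about 5.5% in these data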;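 note: 0% = DMSO wells median and 100% = median of wells with control inhibitor compound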
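Material: parasite MetRS enzyme / Replication: singlicate, one well per compound / Signal: luminescence of leftover ATP / Schedule: 2 h aminoacylation at 25 °C after 15 min preincubation / Medium: HEPES-MgCl2-KCl buffer plus DTT, spermine, BSA, pyrophosphatase / Doses: 11.9 µM single point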
MsrA act: bovine MsrA enzyme activators, primary screen, biochemical, absorbance, HTS; Methionine sulfoxide reductase A (Bos taurus); purified bovine MsrA, absorbance read-out; activation, % at 10.6 µM; hit rate 0.3% among 360,000; in the data active = activation above about 7.5%;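 note: 0% = vehicle and 100% = reference activator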
* marks the source's active call; other numbers are inactive results; / = no result given; & = joins results of further samples. Random draw from the library; overall some 4% were active at least once.

SMILES,MsrA inhibitor,CendR NRP1 mod,MT1-MMP act inh,SKN-1 block,MLLE-PAM2 inh,FAS-TE inh,E coli Lon inh,Tb MetRS inh,MsrA act
CCc1cc(C(=O)NNC(=S)Nc2cc(C)ccc2C)cs1,0.3,-9.8,6.6,-18.1,28.3,-4.1,-11.6,-1.1,-6.8
CCOC(=O)C1=C(C)NC(SC(C)=O)=NC1c1ccc(OC(C)=O)c(OC)c1 (stereo not given),0.0,-2.3,-3.9,-16.9,-139.2,-6.5,5.5,0.0,-13.2
O=S(=O)(c1c(F)cccc1F)N(CCc1ccc(F)cc1)C[C@@H](O)COCc1ccccc1,0.7,-0.4,0.3,-1.3,-5.6,29.7,-6.2,0.0,-7.1
Nc1cc(Cl)ccc1Oc1ccccc1,-1.0,6.5,-4.8,-4.2,-7.2,12.1,-5.2,-0.6,-8.1
C=CCOC(=O)c1ccc(N2CCN(c3ccccc3)CC2)nc1,1.8,2.5,2.4,12.7,-7.0,14.3,0.7,-0.7,-2.1
Cc1onc(-c2ccccc2)c1C(=O)NCCN1CCOCC1,0.2,-8.9,3.2,0.7,3.1,-13.5,-7.0,-0.5,-0.7
Clc1ccc(COn2ccnc2)cc1Cl,0.9,-8.8,1.6,15.9,-2.4,-4.9,5.9,-1.1,-0.5
COc1cccc(CN2CCNC(=O)C2CC(=O)NCc2cn3cccc(C)c3n2)c1OC (stereo not given),-0.6,4.7,-1.9,5.2,3.2,-6.3,-0.5,0.0,-3.5
COc1ccc(/C=N/NC(=O)c2ccccc2F)cc1CN1CCN(c2ccc(F)cc2)CC1,-0.9,2.7,6.7,2.7,1.8,8.3,-5.5,0.5,-0.4
CCOC(=O)C1=CCN(S(=O)(=O)c2ccccc2Br)C1c1ccccc1 (stereo not given),2.0,25.2*,0.1,2.8,-1.0,15.6,-1.4,-0.9,6.0
CC(C)(C)NC(=O)COC(=O)c1ccc(NC(=O)CC#N)cc1,3.0,-5.9,-0.3,-6.5,-23.9,-4.1,-2.5,0.1,-3.8
C#CCNC(=O)C1CCN(c2cc(C)nc(-c3ccccc3)n2)CC1,0.0,-8.3,-2.5,3.6,9.2,-3.9,0.9,-0.3,-1.4
O=C(NCCCN1CCOCC1)c1ccc2c(c1)N(Cc1ccccc1)C(=O)c1ccccc1S2,0.3,6.8,-2.5,23.3,-1.1,-0.7,-8.2,0.1,-0.7
COc1ccc(N(CC(=O)N2CCN(Cc3ccccc3)CC2)S(C)(=O)=O)cc1OC,-1.1,7.4,-0.7,-14.5,-2.9,-6.9,-5.0,-0.7,-4.0
O=C(C1CC1)N1CCN=C1SCc1ccc(F)cc1,0.2,1.7,0.8,7.3,1.7,4.2,-5.2,0.1,-1.7
COc1ccc(S(=O)(=O)N2CCC(c3cc(-c4cccc5ccccc45)n[nH]3)CC2)cc1,0.1,4.6,-3.1,21.1,-3.1,33.4,5.9,0.1,-0.9
NNC(=O)c1ccc(OCC2CC(c3ccc(Cl)cc3)=NO2)cc1 (stereo not given),0.6,16.9,0.3,-12.8,6.4,3.3,5.2,-0.4,-3.5
O=C(c1ccco1)N1CCN(S(=O)(=O)c2cc(Cl)ccc2Cl)CC1,-0.3,16.2,-5.2,-2.0,1.2,-2.8,-4.8,-0.5,-8.0
COc1ccc(S(=O)(=O)N(C)CC(=O)NCc2ccco2)cc1Cl,-1.2,9.8,0.3,1.8,-6.0,-4.1,-7.4,-0.2,-3.4
O=C(NCC(F)(F)F)c1nn(Cc2ccccc2)c(=O)c2ccccc12,-1.0,7.3,1.6,5.0,12.1,5.2,-0.7,-0.3,-2.0
CC1CC(O)C2C3(C)CCCC2(COC3=O)C12CCC1(CCOC1=O)O2 (stereo not given),-0.9,-6.2,2.5,8.5,4.2,-7.7,-3.8,0.1,-6.8
CSCC[C@H](NC(=O)NCCc1ccc(F)cc1)C(=O)O,0.0,-10.6,2.3,-13.0,13.2,-8.3,2.0,-1.8,-4.9
Cc1ccc(-c2nc(CSCC(=O)N3CCOCC3)c(C)o2)cc1,-0.5,7.7,5.2,11.8,31.1,-7.1,-1.4,1.6,1.4
O=C(C1CCCO1)N1CCN(C(=S)Nc2ccccc2F)CC1 (stereo not given),-0.8,-5.4,3.0,7.0,2.1,-11.5,13.2,0.7,-2.0
CC(=O)Nc1nnc(SCC(=O)NC2CCCC2)s1,0.6,-2.3,3.4,4.5,-0.7,-6.5,-1.1,0.4,-1.1
O=C(CN1c2ccccc2Sc2ccccc21)N/N=C/c1ccccc1,-0.1,7.1,1.0,27.0,-10.4,33.0,5.8,-0.3,-1.5
Cc1sc(NC(=O)CN2C(=O)NC3(CCCC3)C2=O)nc1-c1ccc(F)cc1,-1.4,5.4,1.2,8.3,-13.2,-2.5,3.8,-0.4,-1.4
COc1ccccc1CNS(=O)(=O)c1ccc(N2CCCC2)cc1Br,1.5,3.5,0.2,17.1,-5.2,29.5,13.1,0.4,1.3
O=C(c1cnc2n(c1=O)CCS2)N1CCN(C(c2ccccc2)c2ccc(Cl)cc2)CC1 (stereo not given),/,-16.4,-17.3,6.7,0.0,8.5,-1.6,-1.1,1.1
O=C(Oc1cc(Cl)cc(Cl)c1)c1cnc2n(c1=O)CCS2,0.0,-0.8,2.2,-4.1,16.1,-1.2,2.9,-0.2,-4.9
CC(C)CCNC(=O)C1CC(=O)N(CCc2ccccc2)C1 (stereo not given),0.6,8.7,-0.6,4.8,17.8,-3.3,9.3,0.3,-1.8
Cc1ccc(S(=O)(=O)NCCC(=O)Nc2cc(S(=O)(=O)N(C)C)ccc2C)cc1C,-1.0,-6.2,-0.7,21.3,5.9,-1.9,-5.1,0.0,2.3
CC1CN(C2CCN(C(=O)c3ccccc3Cl)CC2)CC(C)O1 (stereo not given),-0.7,12.0,-3.3,-18.8,-1.0,-4.4,-2.0,-0.4,-8.8
CC(C)NC(=O)Nc1ccc2c(c1)C(=O)N([C@H](C)CO)C[C@H](C)[C@@H](CN(C)C(=O)NC(C)C)O2,0.6,-6.9,0.5,-14.4,7.5,-7.5,-0.6,-0.3,-6.8
O=[N+]([O-])c1ccc(N/N=C/c2ccc[nH]2)cc1,0.1,-139.4,-4.1,22.4,-96.8,-7.4,-66.6,-0.2,-3.4
Cc1ccc(C(=O)NCCCc2ccccc2)c(Cl)c1,-0.1,-6.0,4.7,9.0,-1.9,15.2,-6.5,-0.5,-2.8
COc1cc(OC)c2c(-c3cccc(-c4ccc(OC)c(OC)c4)c3)cc(=O)oc2c1,-0.6,10.3,/,-4.4,10.6,23.5,-14.1,-0.3,-12.0
CCCCCC(=O)N(Cc1ccccc1)c1c(N)n(CCOC)c(=O)[nH]c1=O,-0.3,9.6,0.9,5.7,-0.6,-5.0,10.6,-0.1,-7.8
CN1CCC(N(CCc2ccccc2)C(=O)CCC(=O)O)CC1,0.2,4.5,8.7,11.7,5.4,-5.3,-9.0,0.0,-0.3
CC(=O)Nc1c(C(=O)O)oc2ccc(Cl)cc12,0.0,-3.0,-0.8,16.4,-4.0,-5.2,-6.1,0.4,-2.8
CC(=O)N1CCN(C(=O)c2cc(S(=O)(=O)N(C)Cc3ccccc3)ccc2Cl)CC1,-1.5,-5.3,2.2,8.5,3.4,-5.0,-6.2,0.5,1.2
CCN(C(=O)C1=COCCO1)c1nc2c(C)cccc2s1,0.5,6.7,-1.2,23.8,20.9,8.5,8.6,-0.5,-2.6
O=C(NCc1cn2ccccc2n1)c1ccc2c(c1)OCO2,-0.1,3.4,-0.6,-13.7,-9.3,-5.9,0.3,-1.4,-1.6
Cc1cc(C)cc(NC(=O)Cc2ccc(S(=O)(=O)N3CCCC3)s2)c1,-0.1,-0.6,-2.2,-8.1,-0.6,2.6,-5.2,-0.2,-6.8
Cc1cc(Cl)c2oc(C(=O)NCC(C)(C)N3CCOCC3)c(C)c2c1,-0.1,3.8,-1.7,-0.6,0.9,7.1,-3.8,-0.3,2.8
CC(=O)N1Cc2cc(C(=O)NCC(F)(F)F)nc(-c3cccc(-c4cc5ccccc5o4)c3)c2[C@@H]1CCO,0.5,-3.4,2.5,5.1,/,4.0,2.1,-1.0,-1.5
COc1ccc2c(c1)CCc1cnc(N)nc1-2,1.6,-8.4,-2.8,8.8,-2.8,-1.9,-5.6,-0.5,-6.9
CCCc1cc(=O)oc2cc(C)cc(OCC(=O)NCCCN3CCOCC3)c12,1.6,13.0,1.8,15.7,2.5,-0.1,3.5,-0.4,-0.9
COC(=O)[C@H](CC(C)C)NC(=O)N1CCCCC1,-0.2,13.3,4.1,3.5,-1.7,-3.1,4.1,1.1,-3.7
CC(NC(=O)c1ccco1)C(=O)Nc1nccs1 (stereo not given),-0.1,9.6,-0.8,5.1,-10.3,-4.9,4.5,-0.2,-4.5

(next part)
SMILES,MsrA inhibitor,CendR NRP1 mod,MT1-MMP act inh,SKN-1 block,MLLE-PAM2 inh,FAS-TE inh,E coli Lon inh,Tb MetRS inh,MsrA act
CCN(CC(=O)Nc1ccccc1C(F)(F)F)C(=O)Cn1c(=O)cnc2ccccc21,0.2,4.8,1.6,6.2,-23.4,-4.1,3.3,-0.1,-6.5
COc1ccc(C(=O)Nc2ccnn2C2CCN(C(=O)c3cccnc3)CC2)cc1,2.0,-5.3,-2.8,-3.2,6.0,-2.7,-0.1,-0.4,-4.5
CCc1nn(CC(=O)NCCC2=CCCCC2)c(=O)c2cc3cc(F)ccc3n12,-1.5,-11.9,-3.1,-7.4,-21.2,-5.4,-10.2,-0.1,-2.0
CCOCc1nnc(NC(=O)c2c(OC)cccc2OC)s1,0.2,20.3*,1.9,-16.6,28.8,-7.4,-12.4,0.5,-5.2
Cc1ccc(C(=O)Nc2cccc(C(F)(F)F)c2)cc1NC(=O)c1cnnc2ccccc12,0.6&0.5,-0.5&2.8,6.3&7.9,-6.4&8.0,-10.9&1.8,-10.1&-10.8,4.3&-9.0,-1.1&-0.1,-6.6&6.5
O=[N+]([O-])c1ccc(N2CCN(S(=O)(=O)c3ccccc3)CC2)cc1N1CCc2ccccc2C1,0.5,-3.3,6.5,9.3,4.1,49.6,-1.2,-0.3,-3.6
